Assay outcomes from PubChem BioAssay.
CIT2 TOR yeast – modulators of CIT2-GFP expression in yeast, primary screen, S. cerevisiae, GFP fusion, multiplex flow cytometry, MLPCN library. S. cerevisiae CIT2-GFP strain, 3 h; 100 means same as DMSO wells. GFP response vs DMSO, % at 10 µM. 320,000 tested, 0.065% active;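 active = GFP response relative to DMSO above a set limit, near the screen mean plus 3 SD, cut at about 150% in these data; inconclusive = Fewer than 70 cells measured for a yeast strain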;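 note: ratio of well median GFP fluorescence to mean of DMSO wells on the plate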
AGP1 TOR yeast – modulators of AGP1-GFP expression in yeast TOR pathway, primary screen, cell-based, multiplex flow cytometry, S. cerevisiae, MLPCN library; GFP response vs DMSO, % at 10 µM; 320,000 tested, 0.02% active; 3 h; GFP as percent of DMSO wells;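 active = GFP response relative to DMSO above a set limit, near screen average plus 3 SD, cut at about 150% in these data; inconclusive = fewer than 70 cells counted for the yeast strain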;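 note: median GFP channel fluorescence of the gated AGP1 strain per well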
GRK2 inh – compounds blocking aptamer binding on GRK2 – biochemical, human GRK2, bead flow cytometry, HTS, primary screen; Beta-adrenergic receptor kinase 1 (Homo sapiens), P25098; FAM-aptamer displacement from GRK2; inhibition of aptamer binding, % at 10 µM; 330,000 tested, 0.59% active; AID 488847, 2010;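 active = inhibition of aptamer binding above 40%, roughly 3 SD of noise, on plates passing a quality check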;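 note: median bead fluorescence of bound FAM aptamer so fluorescent compounds give negative values; no value below 0 was filed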
VLA-4 inh – inhibition in human VLA-4 binding assay, primary screen, VLA-4 allosteric modulator project, MLPCN library, flow cytometry, VLA-4 expressing cells; Integrin alpha-4 (Homo sapiens), P13612; inhibition, % (about 7 µM as worked out from the volumes in the protocol); ligand binding flow cytometry; 330,000 tested, 0.2% active; in the data active = inhibition above about 50%
MEX-5 binding – MEX-5 zinc finger RNA-binding disruptors – biochemical, C. elegans, fluorescence polarization, MLPCN library, primary screen | 300,000 tested, 0.38% active | activity score (negative = inhibition of binding), % at 10 µM | MEX-5/FITC-TCR2 RNA binding; hits give low values | Zinc finger protein mex-5 (Caenorhabditis elegans), Q9XUB2 | AID 1832, 2009;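 active = inhibition past about -25% in most replicates, and total fluorescence under double the plate's negative control median, limit read from the data; inconclusive = replicates evenly split on the limit, or fluorescence at least double controls; inactive = too little inhibition in most replicates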;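 note: 0% = DMSO and -100% = 5 µM competing unlabeled TCR2 RNA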
Target sequence (Q9XUB2 whole entry, looked up): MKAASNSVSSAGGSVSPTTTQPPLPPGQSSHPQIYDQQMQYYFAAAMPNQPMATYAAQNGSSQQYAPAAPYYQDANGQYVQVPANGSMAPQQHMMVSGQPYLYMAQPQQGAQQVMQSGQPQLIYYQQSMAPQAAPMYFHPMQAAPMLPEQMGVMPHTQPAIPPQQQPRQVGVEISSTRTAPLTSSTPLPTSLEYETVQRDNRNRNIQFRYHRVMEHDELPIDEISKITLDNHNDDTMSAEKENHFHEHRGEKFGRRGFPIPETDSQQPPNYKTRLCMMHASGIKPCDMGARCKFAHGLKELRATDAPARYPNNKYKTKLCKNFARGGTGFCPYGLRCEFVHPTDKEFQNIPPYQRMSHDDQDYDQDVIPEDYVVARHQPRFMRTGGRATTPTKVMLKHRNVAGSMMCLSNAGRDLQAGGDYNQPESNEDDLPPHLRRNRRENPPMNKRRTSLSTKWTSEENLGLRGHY
MCL1 BIM primary – inhibitors of MCL1 binding to BIM-BH3, primary screen, biochemical, fluorescence polarization. Induced myeloid leukemia cell differentiation protein Mcl-1 (Homo sapiens), Q07820. GST-MCL1 / FITC-Bim-BH3 fluorescence polarization. inhibition, % at 10.9 µM. 320,000 tested, 0.68% active;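 active = inhibition above the mean inhibition of all tested compounds plus 3 SD, set per campaign, cut at about 40% in these data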;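 note: 0% = DMSO wells and 100% = unlabeled Bim-BH3 peptide control; higher means more loss of mP so more displacement of Bim peptide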
Target sequence (Q07820 whole entry, looked up): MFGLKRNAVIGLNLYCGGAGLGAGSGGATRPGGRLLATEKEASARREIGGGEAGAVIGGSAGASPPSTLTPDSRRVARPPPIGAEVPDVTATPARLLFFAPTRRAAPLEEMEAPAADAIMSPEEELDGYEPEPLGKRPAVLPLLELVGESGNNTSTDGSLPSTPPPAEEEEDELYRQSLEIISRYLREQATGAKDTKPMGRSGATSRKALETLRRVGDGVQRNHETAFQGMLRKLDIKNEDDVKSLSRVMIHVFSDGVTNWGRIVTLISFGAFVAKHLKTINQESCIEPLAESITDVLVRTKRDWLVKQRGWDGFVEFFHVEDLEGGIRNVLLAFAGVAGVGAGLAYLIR
GLD-1 RNA inh – GLD-1/TGE RNA complex disruptors, primary screen, biochemical, fluorescence polarization | purified GLD-1 + fluorescein TGE RNA | inhibition, % at 5.96 µM | 320,000 tested, 0.44% active;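 active = percent inhibition above a per-plate cutoff, the plate mean of test compounds plus 3 SD, cut at about 30% in these data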;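 note: 0% = DMSO wells with GLD-1 and probe and 100% = wells lacking GLD-1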
BCLXL inh – inhibitors of human Bcl-xL, primary screen, biochemical, fluorescence polarization, HTS; GST-Bcl-xL / FITC-Bim BH3 peptide fluorescence polarization; 320,000 tested, 0.7% active; inhibition, % at 10.9 µM; Bcl-2-like protein 1 (Homo sapiens), Q07817;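 active = inhibition above the mean of all tested compounds plus 3 SD, cutoff set per campaign, cut at about 30% in these data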;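 note: 0% = DMSO wells and 100% = unlabeled Bim-BH3 peptide competitor; inhibitors lower millipolarization by displacing the labeled peptide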
Target sequence (Q07817 whole entry, looked up): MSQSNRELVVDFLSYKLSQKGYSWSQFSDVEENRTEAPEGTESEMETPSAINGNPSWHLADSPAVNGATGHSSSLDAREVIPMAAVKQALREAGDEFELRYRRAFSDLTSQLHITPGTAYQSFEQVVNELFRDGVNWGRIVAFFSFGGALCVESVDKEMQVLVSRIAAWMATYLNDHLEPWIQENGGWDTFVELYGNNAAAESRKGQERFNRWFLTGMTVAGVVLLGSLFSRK
Fam108B counter – mouse Fam108B serine hydrolase inhibitors, primary screen, counter-screen for RBBP9 inhibitor project, biochemical, fluorescence polarization; recombinant Fam108B, FP-Rh probe fluorescence polarization; inhibition, % at 9.51 µM; 300,000 tested, 0.33% active; AID 1947, 2009;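 active = inhibition above the screen mean inhibition plus 3 SD, computed separately per campaign, cut at about 18% in these data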;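 note: inhibitors lower polarization as less probe binds the enzyme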
* = called active by the depositor; ? = inconclusive; nt = not tested or not shown.

SMILES	CIT2 TOR yeast	AGP1 TOR yeast	GRK2 inh	VLA-4 inh	MEX-5 binding	MCL1 BIM primary	GLD-1 RNA inh	BCLXL inh	Fam108B counter
Cc1onc(-c2ccccc2)c1C(=O)OCC(=O)N(C)c1c(N)n(Cc2ccccc2)c(=O)[nH]c1=O	94	104	2	3	3.6	-5	-6	-6	5
COc1ccccc1CNCC(=O)N1CC(=O)Nc2ccccc21	100	84	4	9	0.1	-1	4	3	-3
CC(=O)Nc1ccc(N(C(=O)CNC(=O)c2ccco2)C(C(=O)NC2CCCC2)c2ccco2)cc1 (centres undefined)	110	110	2	2	1.3	6	4	6	0
Cc1ccc(CC(=O)NCCC(=O)O)cc1	112	109	1	-6	nt	0	-2	0	0
C=CCn1c(SCc2nc3ccccc3c(=O)[nH]2)nnc1-c1cc2cc(Cl)ccc2o1	95	94	0	-1	1.0	-2	-5	-3	-3
Cc1cc(C)c(C(=O)C(C)OC(=O)Cc2n[nH]c(=O)c3ccccc23)cc1C (centres undefined)	98	102	0	4	-3.2	-9	-9	2	5
Cc1ccc(S(=O)(=O)CC(=O)Nc2nc(-c3ccccc3)cs2)cc1	72	80	0	4	-0.3	4	-4	2	0
Cc1cc(C)c(-c2csc(Cc3nc(-c4cc5ccccc5oc4=O)cs3)n2)cc1C	104	114	0	-8	2.3	-1	6	1	-9
COc1ccc(NC(=O)c2ccc(COc3ccccc3Br)o2)cc1OC	103	96	0	0	-0.5	5	6	9	10
COc1ccc(-c2nc(CS(=O)CC(=O)NCc3ccc4c(c3)OCO4)c(C)o2)cc1 (centres undefined)	102	92	0	-23	-0.4	7	6	5	1
NC(=O)c1sc2nc3c(cc2c1N)CCC3	100	108	20	0	-0.3	8	-1	11	-7
CCc1ccc(NC(=S)N(CCOC)C2CCN(C(C)=O)CC2)cc1	98	98	1	8	-3.2	2	4	1	1
COc1ccccc1C(=O)C1CCCN(C(=O)c2cc(CC(C)C)nc(C)n2)C1 (centres undefined)	107	107	2	6	3.0	1	4	-2	2
COc1ccc(NC(=O)CSc2nnnn2-c2ccccc2F)cc1	100	95	0	8	-2.4	3	-5	2	1
N#CC1=C(N)c2ccccc2CC12CCCCC2	99	96	0	10	3.3	4	4	-9	1

An excerpt from above, limited to MCL1 BIM primary.
canonical_smiles | MCL1 BIM primary
COc1ccc(-c2nc(CS(=O)CC(=O)NCc3ccc4c(c3)OCO4)c(C)o2)cc1 (centres undefined) | 7
NC(=O)c1sc2nc3c(cc2c1N)CCC3 | 8

Next part:
SMILES	CIT2 TOR yeast	AGP1 TOR yeast	GRK2 inh	VLA-4 inh	MEX-5 binding	MCL1 BIM primary	GLD-1 RNA inh	BCLXL inh	Fam108B counter
CCC(=O)Nc1ccc(C(=O)OCc2ccc(Cl)c(Cl)c2)cc1	117	114	0	0	1.3	2	4	3	-3
CCc1ccc(NC(=O)Cn2c(=O)oc3cc(S(=O)(=O)N4CCOCC4)ccc32)cc1	102	105	0	41	-2.3	-4	-8	1	0
C=CC[C@H](CC(=O)NCCO)C(=O)N[C@@H](COC(=O)[C@@H](CC=C)Cc1ccc(F)cc1)Cc1c[nH]c2ccccc12	106	103	4	8	nt	nt	4	nt	nt
CCc1nc2ccccc2n(CC)c1=O	105	110	0	0	-1.5	11	2	6	4
Cc1ccc(OCCNC(=O)c2cc(-n3cnnc3)ccc2Cl)cc1C	101	101	0	23	-3.4	1	-4	16	-3
COc1ccc(C(O)c2coc3ccc(O)c(CN(C)C)c23)cc1 (centres undefined)	89	104	0	-2	1.5	-1	-2	3	3
CCOc1ncccc1C(=O)OCC(=O)c1cccs1	100	105	0	-3	1.0	6	10	5	0
OCC[C@@H]1C[C@H](O)[C@@H](O)[C@@]2(Cc3ccccc3O2)O1	102	106	0	24	-0.7	4	3	4	0
COc1cc(/C=C2/S/C(=N/S(=O)(=O)c3ccccc3)NC2=O)c([N+](=O)[O-])cc1OC	103	101	0	52*	-4.6	46*	20	40*	1
CC(C)(C)NCC(O)Cn1cc(C=O)c2ccccc21 (centres undefined)	100	103	0	2	1.4	12	2	8	-2
CCN1C(=O)[C@H]2[C@@H](c3ccc(-c4cc(C(C)=O)cs4)cc3)N3CCCC[C@@]3(C(=O)OC)[C@H]2C1=O	87	91	0	-8	nt	0	-7	12	-9
NC(=O)c1ccc2c(=O)n3c(-c4cc(Cl)c(N)c(Cl)c4)csc3nc2c1	108	94	0	9	-2.5	16	0	17	1
O=c1oc(-c2ccccc2F)nc2c1cnn2-c1ccccc1	96	101	0	31	-0.9	-3	3	-5	15
Cc1onc(-c2c(F)cccc2Cl)c1C(=O)N1CCc2ccccc21	100	99	3	-1	-0.7	-1	4	-4	-2
Cc1cccc(CN2[C@@H](CC(C)C)COCCS2(=O)=O)c1	88	86	0	9	-2.3	6	2	2	4
CCOC(=O)c1ccc(NC(=O)CCC(CC)C(=O)O)cc1 (centres undefined)	108	109	1	-5	2.6	-3	3	3	1
COc1ccc([N+](=O)[O-])cc1/C=N/NC(=O)CNC(=O)c1cccc(F)c1	101	91	2	-11	-1.2	5	-8	0	6
COc1ccccc1-c1c(C)nn2c(N3CCCCCC3)cc(C)nc12	93	97	1	-1	-0.8	-4	-2	2	4
CN(CC(=O)Nc1c(Cl)cccc1Cl)C(=O)Cc1ccsc1	114	102	1	-11	nt	nt	2	nt	nt
COc1cc2c(cc1OC)CN(C(=O)CN1C(=O)c3ccc([N+](=O)[O-])cc3C1=O)CC2	97	102	2	-5	-0.4	-2	-9	-2	1
CCCn1c(O)c(/C=C2\C=NN=C2c2ccccc2)sc1=S	108	99	8	4	1.3	5	7	7	-6
CSc1ccccc1C(=O)C1CCCN(S(=O)(=O)c2c(C)noc2C)C1 (centres undefined)	96	99	0	11	0.0	6	-2	6	6
COc1ccccc1Cc1nc(-c2cccnc2)no1	85	90	3	23	1.4	5	-7	-3	2
CC(=O)Nc1sc(N/N=C\c2ccccc2)nc1-c1cccs1	92	98	3	33	-0.9	-13	2	6	6
CC(=O)Nc1ccc(S(=O)(=O)Nc2ccc(S(=O)(=O)N3CCCCCC3)cc2)cc1	98	nt	0	3	3.6	6	-1	5	-4
CC(C)C(C)NC(=O)COC(=O)c1cc(S(=O)(=O)N(C)C)ccc1N1CCCC1 (centres undefined)	100	100	2	36	-0.4	5	5	0	0
Cc1ccc(C)c(S(=O)(=O)N2CCN(C(=O)c3ccncc3)CC2)c1	94	107	0	2	-0.1	-2	3	0	-3
O=[N+]([O-])c1ccccc1S(=O)(=O)Nc1ncccn1	97	99	0	5	-7.2	9	2	8	-1
C=CCn1c(SCC(=O)Nc2cc(NC(C)=O)ccc2OC)nnc1-c1cccnc1	101	108	3	11	1.2	7	-8	0	1
Cc1ccn2cc(CCNS(=O)(=O)c3ccc4ccccc4c3)nc2c1	103	100	0	15	1.2	11	8	5	-2
O=C1c2ccccc2C(=O)C12OC(c1ccccc1)C1(C(=O)c3ccccc3C1=O)C2c1ccc([N+](=O)[O-])cc1 (centres undefined)	111	101	2	5	3.1	4	2	9	-2
CC[n+]1c(C)sc2sc3ccccc3c21	113	123	1	5	-1.2	-19	-82	-28	4
CC1Cc2ccccc2N1C(=O)CN(C)CC(=O)Nc1ccc(OC(F)(F)F)cc1 (centres undefined)	102	98	6	0	nt	-10	4	-3	nt
S=C(Nc1ccc(Cl)cc1Cl)NC1CCCCC1	107	nt	0	7	1.1	7	-2	2	2
CC(=O)Nc1ccc(S(=O)(=O)N(C)CC(=O)OC2CCCCC2=O)cc1 (centres undefined)	101	104	0	-5	nt	-1	1	4	nt
O=S(=O)(Nc1ccc(-c2cn3c(n2)SCC3)cc1)c1ccccc1F	?	?	0	6	0.2	-9	-3	-2	2
Cn1nnnc1SCC(=O)NNC(=O)c1ccc(Cl)cc1	108	103	5	29	-0.9	3	3	0	-4
Cc1c(O)c(CN2CCCCC2)cc2c1oc(=O)c1ccccc12	104	102	0	11	2.5	-1	8	1	3
C[C@@H](O)[C@H]1O[C@]2(C)CCC[C@H]1O2	90	103	0	0	nt	-5	-4	-4	nt
CCOC(=O)N1CCN(C(=O)C2CCN(c3ncnc4c3sc3cccc(F)c34)CC2)CC1	102	103	0	-7	0.0	2	-8	5	0
CCOC(=O)C1(Cc2cccc(OC)c2)CCCN(CCO)C1 (centres undefined)	101	104	0	6	0.9	18	3	2	-1
CC(=O)NCC(=O)OCC(=O)c1ccc2ccccc2c1	105	104	7	6	2.4	9	5	8	3
CCN(CC)S(=O)(=O)c1ccc2[nH]cc(C(=O)NCCN3CCCCC3C)c(=O)c2c1 (centres undefined)	102	105	0	1	nt	8	2	3	6
COC(=O)c1ccccc1NC(=O)CN1CCC(NC(=O)c2ccccc2C)CC1	103	104	2	-16	-0.7	0	5	10	0
N#Cc1c(-c2ccco2)cc(C2CC2)nc1SCC(=O)c1ccccc1	98	101	4	10	0.8	-3	-2	-1	1
Cc1cc(=O)[nH]c(SCc2nc3ncccn3c2Br)n1	98	93	1	-3	2.1	6	4	7	-1
O=S(=O)(Nc1ccc(S(=O)(=O)N2CCOCC2)cc1)c1ccc(Br)cc1	98	101	0	14	2.2	-2	-1	7	3
CCOC(=O)c1c(C)[nH]c(C(=O)COC(=O)c2cc(C)oc2C)c1C	103	103	0	-1	nt	-10	-1	-3	nt
Cc1onc(-c2ccc(Cl)cc2Cl)c1-c1csc(COc2ccccc2)n1	90	100	0	12	nt	3	-1	3	-3
Cc1cc(C)c(C(=O)CN2C(=O)NC3(CCC(C)CC3)C2=O)cc1C (centres undefined)	101	110	0	9	-1.9	2	2	3	0
O=C(CN1C(=O)NC2(CCCC2)C1=O)Nc1ccccc1N1CCCCC1	96	111	1	-2	-0.7	2	5	4	1
Cc1ccc(-c2cc(C(F)(F)F)nn2-c2ccc(S(N)(=O)=O)cc2)cc1	84	94	1	8	-0.7	6	12	-1	1
Cn1c(COc2ccccc2)nc2ccccc21	104	100	5	2	-1.1	6	2	5	-4
CC1CC(C)CN(C(=S)Nc2ccc3nc4n(c(=O)c3c2)CCCCC4)C1 (centres undefined)	94	102	0	5	2.0	6	12	10	0
O=C(NC1CC1)c1ccc(CSCc2ccccc2Cl)o1	102	111	0	-7	0.1	5	2	10	1
COc1ccc(-n2c(Cc3cccn3C)nnc2SCC(=O)Nc2ccc(F)cc2)cc1	100	106	4	-24	8.3	-8	-8	-3	-3
CCc1nnc(NC(=O)CSc2nnc(CNc3ccc(OC)cc3)n2C)s1	101	102	0	2	0.8	8	8	4	1
CCSc1nnc(NC(=O)CSc2c(Cl)cccc2Cl)s1	107	104	2	2	2.1	-7	0	0	-1
